# Source: PubChem BioAssay
# ALOX12 inh = ALOX12 (human) lipoxygenase inhibition. P18054. purified 12hLO, xylenol orange hydroperoxide absorbance. Potency, µM (doses to about 108 µM), inactives show top-dose activity change, negative = inhibition, most hits filed as inhibitors. 580,000 tested, 1.1% active. AID 1671190; active means well fitted inhibition curve with a large enough effect; inconclusive means small, poorly fitted or top-dose-only effect, or another doubt; inactive means no such curve, though single readings can be large or run the other way; further: potency means the concentration at half of the fitted maximal effect
# Target sequence (P18054 whole entry, looked up): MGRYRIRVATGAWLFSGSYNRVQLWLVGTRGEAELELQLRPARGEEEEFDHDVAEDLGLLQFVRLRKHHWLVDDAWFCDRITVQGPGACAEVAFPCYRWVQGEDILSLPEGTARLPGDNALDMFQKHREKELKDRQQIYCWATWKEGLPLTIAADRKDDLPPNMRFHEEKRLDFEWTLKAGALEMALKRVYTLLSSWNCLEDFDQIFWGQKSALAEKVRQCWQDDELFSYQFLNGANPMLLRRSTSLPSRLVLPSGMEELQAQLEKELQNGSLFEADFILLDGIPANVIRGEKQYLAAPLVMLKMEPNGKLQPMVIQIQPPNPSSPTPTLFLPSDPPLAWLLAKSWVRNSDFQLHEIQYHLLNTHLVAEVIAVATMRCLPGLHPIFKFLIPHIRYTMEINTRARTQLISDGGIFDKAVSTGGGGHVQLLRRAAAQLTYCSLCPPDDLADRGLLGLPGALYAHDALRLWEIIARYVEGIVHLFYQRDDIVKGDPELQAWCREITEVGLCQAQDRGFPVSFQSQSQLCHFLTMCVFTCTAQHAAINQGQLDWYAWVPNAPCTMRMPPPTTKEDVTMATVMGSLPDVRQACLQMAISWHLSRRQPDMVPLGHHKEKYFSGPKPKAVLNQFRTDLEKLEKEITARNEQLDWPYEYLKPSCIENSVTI
#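 Hydroperoxide product was detected by ferrous iron/xylenol orange as the 573 to 405 nm absorbance ratio. Arachidonic acid at 40 uM (final) was turned over for 30 min at room temperature by 150 nM human 12hLO, pH 7.0 Hepes buffer, after 15 min compound preincubation.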
# LDHA block = LDHA (human) enzyme inhibition. P00338. purified LDHA, NADH/diaphorase-resazurin fluorescence; hits give low values. activity change, % (values are at about 110 or 230 µM). 480,000 tested, 0.15% active. AID 1347041; in the data active means activity change below about -30%; inconclusive means mostly about -25% to -30%;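 further: plate controls were DMSO wells for no effect and wells without enzyme for full effect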
#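 Human LDH5 at 2 nM final in Tris HCl pH 7.4 with 0.06 mM NADH and 0.2 mM pyruvate, reacted 5 minutes at room temperature. Remaining NADH coupled via diaphorase/resazurin; resorufin fluorescence read at 0 and 20 minutes, normalized to enzyme-free and DMSO wells.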
# An asterisk follows results filed as active; ? = inconclusive; [ ] = remark or other dose. Unless noted, on the % scale 0 is the no-effect control and ±100 the full control effect. These rows are one share of the data. The share of hits here may be higher or lower than overall.
mol	LDHA block	ALOX12 inh
CC(C)(C)c1ccc(/C=N/OCC(=O)Nc2ccc(SC(F)F)cc2)cc1	13	1%
CCn1nc(C(=O)OCc2ccc(C(C)(C)C)cc2)c2ccccc2c1=O	12	?
Cc1nc2cc(-c3cccc(F)c3)nn2c(C)c1CCC(=O)Nc1ccc(F)c(Cl)c1	-6	24%
Cc1cccc(NC(=O)COc2ccc3c(C)cc(=O)oc3c2)c1	-10	8%
O=C(O)c1coc(Br)c1	-1	-31%
CCn1c(-n2nc(C)c(C)c2C)nc2c1c(=O)n(Cc1ccc(OC)cc1)c(=O)n2C	-2	-7%
CCOC(=O)Cc1csc(=S)n1-c1ccc(OC)cc1	-5	-25%
COCCNC(=O)CSc1cc(C)c2ccc(OC)cc2n1	14	-8%
O=C1CC(N2CCC(c3nc4ccccc4o3)CC2)C(=O)N1c1ccc(F)c(Cl)c1 (stereo unspecified)	9	?
Cc1ccc(C(=O)OCC(=O)N(C)c2ccccc2)cc1F	-22	25%
COCCn1c(N2CCC(Cc3ccccc3)CC2)nc2c1c(=O)[nH]c(=O)n2C	7	8%
Cc1occc1C(=O)NC(C)c1ccccc1Br (stereo unspecified)	-2	-3%
Cc1c(Br)c2ccccc2n1CC(=O)NCC(=O)N(C)C	-3	?
O=c1oc2ccc([N+](=O)[O-])cc2cc1-c1csc(Nc2ccccc2)n1	3	?
Cc1cc(C(C)(C)C)cc(C)c1S(=O)(=O)N1CCN(Cn2nc(C)c3ccccc3c2=O)CC1	6	3%
Cc1ccc(-n2c(=O)c3cccnc3n2CC(=O)Nc2ccc(Cl)cc2)cc1	2	?
CC(C)CNC(=O)C1CCN(C(=O)C(C)(C)C)CC1	-4	-56%
N#Cc1ccccc1CSc1nnnn1-c1ccc(Cl)cc1	5	28%
Cc1ccc(CCC(=O)Nc2ccc(C)c(C)c2)s1	2	6%
Cn1c(=O)c2c(ncn2CCC(=O)Nc2ccc(F)c(Cl)c2)n(C)c1=O	-10	0%
CCN(CC)CCNCc1ccc(-c2ccccc2)o1	-15	?
COc1ccc(NC(=O)CC#N)c(C)c1	-1	-58%
CCCCc1cc(=O)oc2cc(OC(C)C(=O)NCc3ccncc3)c(Cl)cc12 (stereo unspecified)	-2	0%
COc1ccccc1CNC(=O)C(C)C	0	-42%
CCOC(=O)[C@]12CCC=C1N(Cc1ccco1)C(=O)[C@H](CC(=O)N1CCCCC1)C2	-7	0%
CCNC(=O)C(=O)NCC(c1ccco1)S(=O)(=O)c1ccc(Cl)cc1 (stereo unspecified)	-6	?
O=C(Cc1ccccc1)Nc1ccc2oc(-c3ccc(F)cc3)nc2c1	1	?
Cc1onc(-c2ccccc2Cl)c1C(=O)N1CCN(S(=O)(=O)c2c(F)cccc2F)CC1	7	8%
COc1ccc(/C=C/C(=O)OC2CCC(C(C)(C)C)CC2)cc1OC (stereo unspecified)	12	42%
COC(=O)CNC(=O)c1ccc(COC(C)=O)cc1	4	23%

# Given with values under each structure: part of the list above
# Each structure is followed by: LDHA block, ALOX12 inh
> CC(C)(C)c1ccc(/C=N/OCC(=O)Nc2ccc(SC(F)F)cc2)cc1
    13, 1%
> CCn1nc(C(=O)OCc2ccc(C(C)(C)C)cc2)c2ccccc2c1=O
    12, ?
> Cc1nc2cc(-c3cccc(F)c3)nn2c(C)c1CCC(=O)Nc1ccc(F)c(Cl)c1
    -6, 24%
> Cc1cccc(NC(=O)COc2ccc3c(C)cc(=O)oc3c2)c1
    -10, 8%
> O=C(O)c1coc(Br)c1
    -1, -31%
> CCn1c(-n2nc(C)c(C)c2C)nc2c1c(=O)n(Cc1ccc(OC)cc1)c(=O)n2C
    -2, -7%
> CCOC(=O)Cc1csc(=S)n1-c1ccc(OC)cc1
    -5, -25%
> COCCNC(=O)CSc1cc(C)c2ccc(OC)cc2n1
    14, -8%
> O=C1CC(N2CCC(c3nc4ccccc4o3)CC2)C(=O)N1c1ccc(F)c(Cl)c1 (stereo unspecified)
    9, ?
> Cc1ccc(C(=O)OCC(=O)N(C)c2ccccc2)cc1F
    -22, 25%
> COCCn1c(N2CCC(Cc3ccccc3)CC2)nc2c1c(=O)[nH]c(=O)n2C
    7, 8%
> Cc1occc1C(=O)NC(C)c1ccccc1Br (stereo unspecified)
    -2, -3%
> Cc1c(Br)c2ccccc2n1CC(=O)NCC(=O)N(C)C
    -3, ?
> O=c1oc2ccc([N+](=O)[O-])cc2cc1-c1csc(Nc2ccccc2)n1
    3, ?
> Cc1cc(C(C)(C)C)cc(C)c1S(=O)(=O)N1CCN(Cn2nc(C)c3ccccc3c2=O)CC1
    6, 3%

# Going on with the list:
mol	LDHA block	ALOX12 inh
Cc1ccccc1CNCCN1CCCC1	9	?
CC(=O)Nc1ccc(NC(=O)C(C)OC(=O)c2cccc3c(=O)c(C)c(-c4ccccc4)oc23)cc1 (stereo unspecified)	7	-9%
Nc1nc(N)nc(SCc2cccc(C(F)(F)F)c2)n1	3	8%
Cc1cccc(NC(=O)CN(C)C(=O)C2CCN(c3ccc(C#N)cn3)CC2)c1C	-3	-20%
CCC(NC(=O)C(C)(C)C)c1ccccc1 (stereo unspecified)	6	?
Cc1cc2oc(C(=O)Nc3nnc(CC(C)C)s3)cc(=O)c2cc1C	-2	?
O=C(O)CCCNC(=O)Cn1ccc2cc(Br)ccc21	12	-34%
O=C1Cc2cc(-c3csc(Nc4ccccc4F)n3)ccc2N1	-4	?
O=C(CCc1ncc(-c2ccccc2F)o1)Nc1cccc(Br)c1	-3	3%
O=C(NC12CC3CC(CC(C3)C1)C2)C1CCN(S(=O)(=O)Cc2ccc(F)cc2)CC1	11	1%
CSc1ccc(/C=C/C(=O)c2ccc3c(c2)OCCO3)cc1	0	?
Cc1[nH]c2ccccc2c1C(=O)O	18	-5%
NCCS(N)(=O)=O	-3	?
CCCn1nc(C(=O)OCC(=O)N2CCCc3ccccc32)c2ccccc2c1=O	-31*	?
CCC(c1nnnn1-c1c(C)cccc1C)N1CCN(CC)CC1 (stereo unspecified)	-7	9%
Cc1ccc(CNC(=O)c2cccc3cccnc23)cc1	-4	11%
COCCn1c2c(c(=O)[nH]c1=O)C(c1ccc(OC)cc1)C1=C(N2)c2ccccc2C1=O (stereo unspecified)	10	?
Cc1cccc2c(=O)c(-c3ccccc3)c(NC(=O)CC(C)C)oc12	-4	8%
C#CCN1CCc2onc(-c3ccc(Br)cc3)c2C1=O	-5	-1%
CCCCCCSC1=C(C#N)C(c2ccc(CC)cc2)CC(=O)N1 (stereo unspecified)	1	?
Cc1c(-c2ccccc2)nn2c1NC(=O)CC2C(=O)Nc1ccc2c(c1)OCO2 (stereo unspecified)	-3	-25%
Nc1ccc2[nH]ccc2c1	-23	20%
N#Cc1ccc(Cn2cnc3ccccc3c2=O)c(F)c1	-5	-15%
CCCC(=O)Nc1nnc(Cc2ccccc2F)s1	-1	3%
CCc1ccc2c(CN(C)CCOc3ccc(C)cc3)cc(=O)oc2c1	0	?
NC(=O)COC(=O)c1cc(-c2ccc(-c3ccccc3)cc2)nc2ccccc12	1	-1%
O=C(CSc1nc2ccccc2s1)NC1CCSc2ccc(F)cc21 (stereo unspecified)	4	39%[activator]
CCc1c(C)sc(NC(=O)C(CC)c2ccccc2)c1C#N (stereo unspecified)	2	-8%
COc1cc(CC(=O)N2CCN(C(=O)c3cccc4ccccc34)CC2)cc(OC)c1OC	8	0%
Cc1cccc(OCCC(=O)OCC(=O)c2cc3ccccc3o2)c1	1	50µM*
Cc1cc(C(=O)NC(C2CC2)C2CC2)c2c(Br)cccc2n1	6	-19%
O=C(Nc1ccc(-c2nc3ccccc3o2)cc1)C(F)(F)F	3	1%
CCCCCn1nc(C(=O)Nc2nc3ccc(OCC)cc3s2)c2ccccc2c1=O	1	13%
COc1ccc(N(C(=O)c2cccs2)S(=O)(=O)c2ccc3c(c2)oc(=O)n3C)cc1	8	6%
COc1ccc(NC(=O)C(C)SCCO)cc1Cl (stereo unspecified)	3	-12%
Cc1cccc(C(=O)NCc2nnc(SCC(=O)NC3CCCCC3)n2-c2ccccc2)c1	9	?
COc1ccc(CNC(=O)COc2ccc3ccc(=O)oc3c2)cc1	4	-17%
Clc1ccc(CNC2=NCCNC23CCCCCC3)cc1	-2	-15%
CCC(C)n1c(SCc2nc3ccccc3o2)nc2ccccc2c1=O (stereo unspecified)	-1	?
Cc1ccc(-c2cnc(CCC(=O)Nc3ccc(C)c(F)c3)o2)cc1C	-12	?
Cc1ccc2nsnc2c1NC(=O)COc1ccc(Cl)cc1	2	8%
S=C(NCc1ccc(Cl)cc1)Nc1ccc(Br)cn1	7	4.5µM*
CCCCC[C@H](C)N1C[C@H](COCc2ccccc2)Oc2cc(N3CCC[C@H]3CO)ccc2S1(=O)=O	4	42%[activator]
O=C(Cn1nc(-c2cccs2)c2ccccc2c1=O)NCc1cccc(Cl)c1	-8	?
CC(C)Cn1c(Cn2cccn2)nc2cc(NC(=O)COc3ccc(Cl)cc3)ccc21	-4	-25%
CS(=O)(=O)NC1CCCN(C(=O)c2ccc(F)cc2F)C1 (stereo unspecified)	7	29%
CCc1cc(=O)n(CC(=O)NC2CCCC2)c(-c2cccc(Cl)c2)n1	-18	?
O=C(Nc1ccccc1C(=O)NCCc1ccco1)C1=CSCCO1	-4	?
Cc1ccccc1OCC(=O)Nc1c(N2CCCC2)c2ccccc2oc1=O	-1	-23%
CC(Sc1nc(C(F)(F)F)nc2ccccc12)C(=O)N(C)c1ccccc1 (stereo unspecified)	10	-9%
CCOC(=O)c1cc2cc(Oc3cccc(C)c3)ccc2[nH]1	9	?
C#Cc1cccc(NC(=O)c2nccnc2N)c1	0	-6%
O=C(Nc1cc(F)cc(F)c1)c1ccc2c(c1)CCC2	0	-3%
Cc1nn(CC(=O)Nc2ccc3c(c2)nc(CCN2CCOCC2)n3C)c(=O)c2ccccc12	4	38%
CCc1ccc(NC(=O)CSc2nc3nccnc3c(=O)n2CCc2ccccc2)cc1	2	-28%
CCCCCCCCCc1conc1C(=O)/C=C/c1ccco1	2	?
COc1ccc(Cl)cc1NC(=O)C(=O)c1c[nH]c2ccccc12	0	5%
COc1ccccc1NC(=O)C1CCN(c2nc3ccccc3o2)CC1	6	-10%
CC(=O)N(Cc1cc2cccc(C)c2[nH]c1=O)C(C)C	9	-22%
CCn1c(SCC(=O)c2ccc(Cl)cc2Cl)nnc1-c1cnccn1	-3	?

# Following part
mol	LDHA block	ALOX12 inh
CCOc1ccc(NC(=O)C(C)Oc2ccccc2F)c2cccnc12 (stereo unspecified)	71	7%
CCCCn1c(C)c(C)c2c1ncn1nc(-c3cccs3)nc21	4	15%
COc1ccc(NC(=O)Cc2c(C)c3ccc(OC)c(C)c3oc2=O)cc1	-1	-28%
Cc1nn(-c2ccc(N3CCOCC3)nn2)c(C)c1CCC(=O)NCCc1ccco1	0	-13%
COCc1ccc(CNC(=O)c2cccc(C#N)c2)cc1	7	0%
O=C(CSc1nccn1Cc1ccc2c(c1)OCO2)Nc1nccs1	5	?
COC(=O)c1sc(=S)n(-c2cc(C)cc(C)c2)c1N	-4	?
C[C@H](c1ccccc1)N1C[C@@H](COCc2ccccc2)Oc2cc(N3CCC[C@@H]3CO)ccc2S1(=O)=O	-1	-5%
O=S(=O)(Nc1nc2ccccc2nc1NCc1ccc2c(c1)OCO2)c1ccc(F)cc1	2	-2%
CC(C)(C)c1cc(-c2ccccc2)c2cc([N+](=O)[O-])ccc2n1	1	19%
Cc1ccc(Cn2nccc2NC(=O)C2CCN(S(=O)(=O)c3ccc(C)c(C)c3)CC2)cc1	8	2%
Cc1ccc(-n2c(SCC(=O)Nc3cccc(F)c3)nc3c(=O)[nH]cnc32)cc1	7	4%
CCc1nn2c(=O)cc(CN(C)C3CCCCCC3)nc2s1	-1	-12%
O=C(O)CCc1ccc(S(=O)(=O)Nc2cccc3c2CCCC3)cc1	1	0%
C=CCC[C@@H](CCCCC)OC(=O)/C=C/[C@@H](O)[C@H](O)C[C@@H](O)CC=C	2	0%
CN(Cc1ccc(C(F)(F)F)cc1)Cc1nc2c([nH]1)c(=O)n(C)c(=O)n2C	1	50%[activator]
Cc1cn2c(/C=C/C(=O)c3ccc(S(=O)(=O)N(C)C)cc3)c(C)nc2s1	12	?
COc1ccc(C(=O)/C=C/c2cccc(F)c2)cc1CSCC(=O)O	-13	?
Cc1cccc(OCC(=O)Nc2cccc(-c3nc4ccccc4o3)c2)c1C	6	?
Cn1c(=O)c2[nH]c(N3CCN(C(=O)CN4CCCC4)CC3)nc2n(C)c1=O	9	1%
CC1CCN(C(=O)C(C)Nc2ccc3oc(C4CC4)nc3c2)CC1 (stereo unspecified)	22	-14%
COc1c(C)cccc1C(=O)Nc1ccc(-c2nc3ccccc3o2)cc1	8	2%
O=S(=O)(Nc1nc2ccccc2nc1N1CCCCCC1)c1ccc(Cl)cc1	-1	?
